Assay outcomes as filed in PubChem.
GPR151 activ: activators of human GPR151, primary screen, cell-based, PathHunter beta-arrestin, luminescence | activation, % at 11.2 µM | hit rate 1% among 650,000 | PathHunter beta-arrestin GPR151 cells; in the data active means activation above about 4.9%;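 further: 0% = median of compound wells and 100% = cells with positive control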
Target sequence (Q8TDV0 whole entry, looked up): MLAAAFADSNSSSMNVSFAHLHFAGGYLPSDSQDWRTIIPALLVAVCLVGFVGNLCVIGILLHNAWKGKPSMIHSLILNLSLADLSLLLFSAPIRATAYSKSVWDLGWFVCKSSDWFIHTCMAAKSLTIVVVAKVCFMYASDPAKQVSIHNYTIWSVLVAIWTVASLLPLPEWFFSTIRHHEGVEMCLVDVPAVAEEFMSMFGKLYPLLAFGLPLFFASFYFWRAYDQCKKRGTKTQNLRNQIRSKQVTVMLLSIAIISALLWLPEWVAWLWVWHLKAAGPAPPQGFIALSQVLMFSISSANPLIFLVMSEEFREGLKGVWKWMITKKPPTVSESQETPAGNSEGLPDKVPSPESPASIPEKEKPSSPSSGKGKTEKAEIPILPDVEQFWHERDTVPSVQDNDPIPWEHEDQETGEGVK
MITF primary: MITF inhibitors, primary screen, biochemical, AlphaScreen, human. Microphthalmia-associated transcription factor (Homo sapiens), O75030. AlphaScreen MITF homodimerization, bead proximity signal. inhibition, % at 2.6 µM. hit rate 0.91% among 650,000. AID 1259374, 2018; in the data active means inhibition above about 50%;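 further: 0% = vehicle wells with protein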
Target sequence (O75030 whole entry, looked up): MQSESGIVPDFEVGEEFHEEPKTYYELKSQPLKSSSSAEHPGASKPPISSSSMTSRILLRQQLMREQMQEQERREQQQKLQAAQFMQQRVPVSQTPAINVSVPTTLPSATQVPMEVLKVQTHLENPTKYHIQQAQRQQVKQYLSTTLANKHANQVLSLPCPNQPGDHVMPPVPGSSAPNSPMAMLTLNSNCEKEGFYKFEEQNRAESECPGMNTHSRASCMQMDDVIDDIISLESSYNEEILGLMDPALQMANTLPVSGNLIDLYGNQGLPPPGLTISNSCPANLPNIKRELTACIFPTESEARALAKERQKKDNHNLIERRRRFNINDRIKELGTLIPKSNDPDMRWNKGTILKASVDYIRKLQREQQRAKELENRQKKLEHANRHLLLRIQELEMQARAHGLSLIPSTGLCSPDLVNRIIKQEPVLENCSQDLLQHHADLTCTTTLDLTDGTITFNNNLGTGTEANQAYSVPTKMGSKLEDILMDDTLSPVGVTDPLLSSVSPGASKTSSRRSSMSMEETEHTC
FBW7 act: FBW7 E3 ligase activators, primary screen, biochemical, AlphaScreen, human. F-box/WD repeat-containing protein 7 (Homo sapiens), Q969H0. AlphaScreen FBW7–phospho-cyclin E peptide binding, activator screen. normalized activity (activation), % at 26.1 µM. hit rate 0.13% among 650,000. AID 1259310, 2017; in the data active means normalized activity above about 1.9%;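 further: purified mutant Fbw7 with reduced substrate affinity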
TEAD-YAP inh: TEAD-YAP interaction inhibition, primary screen, TEAD-YAP interaction inhibitor project, luminescence, HEK-TIYL cells; hit rate 1.4% among 640,000; inhibition, % at 9.12 µM; AID 1259422, 2018; TEAD-Gal4/YAP UAS-luciferase luminescence; in the data active means inhibition above about 32%;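 further: 0% = median of test compound wells and 100% = reference inhibitor wells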
Starred values were filed as active, the others as inactive.

What do the screens show for `C[C@H](Cn1nnc2ccccc21)NC(=O)CSc1ccncc1`?
GPR151 activ: -1.1; MITF primary: -6; FBW7 act: 0.0; TEAD-YAP inh: -3

What do the screens show for `CCCNC(=O)c1ccc(CN2CCOCC2)cc1`?
GPR151 activ: 1.2; MITF primary: 20; FBW7 act: 0.0; TEAD-YAP inh: -1

How did CCC(=O)c1ccc(OCCCCNC)cc1 do in these assays?
GPR151 activ: 4.7; MITF primary: 38; FBW7 act: -0.3; TEAD-YAP inh: -2

What do the screens show for `O=C(Nc1cccc(C(F)(F)F)c1)c1ccc(N2CC3CC(C2)c2cccc(=O)n2C3)c([N+](=O)[O-])c1` (stereo unspecified)?
GPR151 activ: 0.8; MITF primary: 21; FBW7 act: 0.2; TEAD-YAP inh: 0

What do the screens show for `Cc1ccc(-n2c(SCc3cccc(F)c3)nc3ccsc3c2=O)cc1C`?
GPR151 activ: 1.1; MITF primary: 6; FBW7 act: 0.1; TEAD-YAP inh: 4

What do the screens show for `Cc1nn(C(=O)c2ccccc2Cl)c(C)c1S(=O)(=O)N1CCOCC1`?
GPR151 activ: -2.3; MITF primary: -6; FBW7 act: -0.1; TEAD-YAP inh: 7

How did NNC(=O)c1ccc(-c2cccc([N+](=O)[O-])c2)o1 do in these assays?
GPR151 activ: 1.5; MITF primary: -5; FBW7 act: -0.2; TEAD-YAP inh: 2

What do the screens show for `Fc1cccc(CSc2c[nH]c3ccccc23)c1`?
GPR151 activ: -1.0; MITF primary: -3; FBW7 act: 0.7; TEAD-YAP inh: 10

Results for O=C1NC(=O)N(c2ccc(Cl)cc2)C(=O)/C1=C\c1cccc(O)c1 ?
GPR151 activ: -1.0; MITF primary: 15; FBW7 act: -0.1; TEAD-YAP inh: 2

Results for Cc1[nH]c2ccccc2c1CCNC(=O)/C(=C/c1ccccc1)NC(=O)c1ccco1 ?
GPR151 activ: 6.0*; MITF primary: 0; FBW7 act: 0.0; TEAD-YAP inh: 0

Results for CCCC1=NN2C(=N)/C(=C/c3ccc(-c4ccccc4Cl)o3)C(=O)N=C2S1 ?
GPR151 activ: 0.8; MITF primary: 17; FBW7 act: 0.0; TEAD-YAP inh: -3

What do the screens show for `CC(=O)c1c[nH]c2c(c(C)nn2-c2ccccc2)c1=O`?
GPR151 activ: -0.2; MITF primary: -9; FBW7 act: -0.3; TEAD-YAP inh: -2

What do the screens show for `Cc1cc(C)c(-c2csc(NC(=O)c3ccccc3[N+](=O)[O-])n2)c(C)c1`?
GPR151 activ: -1.4; MITF primary: 22; FBW7 act: 0.3; TEAD-YAP inh: 10

Results for CCN1CC23C=CC(O2)C(C(=O)N2CCC(C(=O)c4cccnc4)CC2)C3C1=O (stereo unspecified) ?
GPR151 activ: 0.9; MITF primary: 14; FBW7 act: -0.1; TEAD-YAP inh: 2

Results for COc1cc([N+](=O)[O-])ccc1NC(=O)COc1ccc(Br)cc1C ?
GPR151 activ: -1.8; MITF primary: -6; FBW7 act: 0.0; TEAD-YAP inh: -11

How did Cc1cc(C)nc(N2CCC(C(=O)NC34CC5CC(CC(C5)C3)C4)CC2)n1 do in these assays?
GPR151 activ: 0.1; MITF primary: 1; FBW7 act: -0.2; TEAD-YAP inh: -8

How did CC(C)(C)NC(=O)c1cccc(C(=O)NC(C)(C)C)c1 do in these assays?
GPR151 activ: 1.1; MITF primary: -1; FBW7 act: -0.1; TEAD-YAP inh: -3

Results for CN1CCN(Cc2nc3c(c(=O)n(C)c(=O)n3C)n2Cc2ccccc2F)CC1 ?
GPR151 activ: 0.5; MITF primary: -6; FBW7 act: 0.0; TEAD-YAP inh: -2

How did COc1cc(-c2c(C#N)c(N)nc3sc(C#N)c(N)c23)cc(OC)c1OC do in these assays?
GPR151 activ: 11*; MITF primary: 1; FBW7 act: 0.0; TEAD-YAP inh: -14

Results for COc1ccc(-c2csc(NC(=O)c3cc(-c4cccs4)nc4ccccc34)n2)c(OC)c1 ?
GPR151 activ: 1.6; MITF primary: 4; FBW7 act: 0.0; TEAD-YAP inh: -4

Continued, overlapping the part above by four compounds.
How did CC(C)(C)NC(=O)c1cccc(C(=O)NC(C)(C)C)c1 do in these assays?
GPR151 activ: 1.1; MITF primary: -1; FBW7 act: -0.1; TEAD-YAP inh: -3

Results for CN1CCN(Cc2nc3c(c(=O)n(C)c(=O)n3C)n2Cc2ccccc2F)CC1 ?
GPR151 activ: 0.5; MITF primary: -6; FBW7 act: 0.0; TEAD-YAP inh: -2

How did COc1cc(-c2c(C#N)c(N)nc3sc(C#N)c(N)c23)cc(OC)c1OC do in these assays?
GPR151 activ: 11*; MITF primary: 1; FBW7 act: 0.0; TEAD-YAP inh: -14

Results for COc1ccc(-c2csc(NC(=O)c3cc(-c4cccs4)nc4ccccc34)n2)c(OC)c1 ?
GPR151 activ: 1.6; MITF primary: 4; FBW7 act: 0.0; TEAD-YAP inh: -4

How did CC1=C(C(=O)Nc2ccc(C(=O)NCc3ccc4c(c3)OCO4)c(Cl)c2)SCCO1 do in these assays?
GPR151 activ: 1.1; MITF primary: 0; FBW7 act: 0.0; TEAD-YAP inh: 1

What do the screens show for `CC1(C)CC(=O)C2=C(C1)NC1=C(C(=O)CC(C)(C)C1)C2c1ccc(C#N)cc1`?
GPR151 activ: 0.6; MITF primary: -7; FBW7 act: 0.1; TEAD-YAP inh: -1

What do the screens show for `CC(=O)Nc1nc2c(F)cccc2s1`?
GPR151 activ: -1.1; MITF primary: -8; FBW7 act: -0.2; TEAD-YAP inh: 2

Results for CCC1Sc2ccccc2N(CC(=O)N(C(C)C)C(C)C)C1=O (stereo unspecified) ?
GPR151 activ: 0.4; MITF primary: 19; FBW7 act: -0.1; TEAD-YAP inh: 8

How did Cc1c(C)[n+](=O)c2c(n1[O-])CCC2 do in these assays?
GPR151 activ: -0.5; MITF primary: -3; FBW7 act: -0.1; TEAD-YAP inh: -3

Results for COCCNc1ccc(S(=O)(=O)NCCCN(C)C)cc1[N+](=O)[O-] ?
GPR151 activ: 0.0; MITF primary: 10; FBW7 act: 0.1; TEAD-YAP inh: 2

How did CCOC(=O)c1c(N)sc(I)c1-c1ccccc1 do in these assays?
GPR151 activ: 2.6; MITF primary: 12; FBW7 act: -0.1; TEAD-YAP inh: 12

What do the screens show for `CCOC(=O)c1nnn(CC(=O)Nc2ccccc2C(F)(F)F)c1C(=O)OCC`?
GPR151 activ: -1.0; MITF primary: -1; FBW7 act: 0.0; TEAD-YAP inh: -5

Results for Cc1ccc(C(=O)N/C(=C\c2cccs2)C(=O)NCCCn2ccnc2)cc1C ?
GPR151 activ: -1.4; MITF primary: 0; FBW7 act: 0.1; TEAD-YAP inh: -13

What do the screens show for `Cc1cc(C(=O)NNC(=O)COc2c(C)cc(Br)cc2C)n[nH]1`?
GPR151 activ: -1.1; MITF primary: 5; FBW7 act: 0.1; TEAD-YAP inh: 14

How did O=C([C@@H](O)c1ccccc1Cl)N1CCN(c2ccc3[nH]ncc3c2)CC1 do in these assays?
GPR151 activ: -0.2; MITF primary: 7; FBW7 act: -0.2; TEAD-YAP inh: 6

Results for CC(=O)N1CCN(c2ccc(NC(=O)COc3ccc(Cl)cc3Cl)cc2)CC1 ?
GPR151 activ: -0.6; MITF primary: -4; FBW7 act: -0.3; TEAD-YAP inh: 0

What do the screens show for `O=C(Cc1ccc2c(c1)OCO2)Nc1cc(Nc2ccccc2-c2nn[nH]n2)c(F)cn1`?
GPR151 activ: -0.1; MITF primary: -12; FBW7 act: 0.1; TEAD-YAP inh: -9

What do the screens show for `O=C(NNC(=O)c1cccnc1)Nc1ccccc1`?
GPR151 activ: -1.6; MITF primary: -3; FBW7 act: 0.1; TEAD-YAP inh: 1

What do the screens show for `CC(C)c1ccc(NS(=O)(=O)c2cccc3cccnc23)cc1`?
GPR151 activ: 0.0; MITF primary: 4; FBW7 act: -0.1; TEAD-YAP inh: -1

What do the screens show for `O=C(Nc1ccc2oc(-c3ccc(Cl)c(Cl)c3)nc2c1)c1cccc(Br)c1`?
GPR151 activ: -0.2; MITF primary: 9; FBW7 act: 0.1; TEAD-YAP inh: 12

How did Cc1onc(-c2ccccc2Cl)c1C(=O)NCC(=O)N1CCOC(c2ccccc2)C1 (stereo unspecified) do in these assays?
GPR151 activ: -1.7; MITF primary: 19; FBW7 act: 0.4; TEAD-YAP inh: 1

What do the screens show for `O=C(COc1ccc(Br)cc1)Oc1cccc2ccccc12`?
GPR151 activ: -2.2; MITF primary: 20; FBW7 act: 0.3; TEAD-YAP inh: -2

How did CC(/C=C/c1ccccc1)=N\NC(=O)c1n[nH]c([N+](=O)[O-])n1 do in these assays?
GPR151 activ: -0.4; MITF primary: 10; FBW7 act: -0.3; TEAD-YAP inh: 1

How did Cc1c(CN2CCC(CO)(CCOc3ccccc3)CC2)c(=O)n(-c2ccccc2)n1C do in these assays?
GPR151 activ: -1.2; MITF primary: 16; FBW7 act: -0.1; TEAD-YAP inh: 8

Entries listed so far containing a cyano group (2):
How did COc1cc(-c2c(C#N)c(N)nc3sc(C#N)c(N)c23)cc(OC)c1OC do in these assays?
GPR151 activ: 11*; MITF primary: 1; FBW7 act: 0.0; TEAD-YAP inh: -14

What do the screens show for `CC1(C)CC(=O)C2=C(C1)NC1=C(C(=O)CC(C)(C)C1)C2c1ccc(C#N)cc1`?
GPR151 activ: 0.6; MITF primary: -7; FBW7 act: 0.1; TEAD-YAP inh: -1

(next part)
What do the screens show for `CCN(CC)S(=O)(=O)c1ccc(C)c(C)c1C`?
GPR151 activ: -1.1; MITF primary: 11; FBW7 act: 0.4; TEAD-YAP inh: -3

Results for CCCOc1ccc(C(=O)NCC2COc3ccccc3O2)cc1 (stereo unspecified) ?
GPR151 activ: 0.1; MITF primary: 11; FBW7 act: 0.1; TEAD-YAP inh: -46

What do the screens show for `O=C(Cn1nnc(-c2ccc(Cl)cc2)n1)Nc1ccc(N2CCOCC2)cc1`?
GPR151 activ: 2.3; MITF primary: 4; FBW7 act: 0.1; TEAD-YAP inh: -5

How did O=C(O)CCCN1C(=O)CC(N2C(=O)/C(=C/C=C/c3ccccc3)SC2=S)C1=O (stereo unspecified) do in these assays?
GPR151 activ: -0.6; MITF primary: -2; FBW7 act: 0.1; TEAD-YAP inh: 2

How did O=C(CN1C(=O)c2cc(Br)c([N+](=O)[O-])cc2C1=O)OCC(=O)c1ccccc1 do in these assays?
GPR151 activ: -0.1; MITF primary: 14; FBW7 act: 0.1; TEAD-YAP inh: 12

Results for O=c1[nH]c2ccc(S(=O)(=O)Nc3ccccc3)cc2[nH]1 ?
GPR151 activ: 0.1; MITF primary: 13; FBW7 act: -0.1; TEAD-YAP inh: 0

What do the screens show for `CCCn1c(Br)nc2c1c(=O)n(C)c(=O)n2C`?
GPR151 activ: 1.0; MITF primary: 6; FBW7 act: 0.2; TEAD-YAP inh: 15

How did Cc1ccc2c(=O)c(C(=O)c3ccccc3Cl)coc2c1 do in these assays?
GPR151 activ: 0.8; MITF primary: -12; FBW7 act: -0.1; TEAD-YAP inh: -10

What do the screens show for `Cc1ccc(CNC(=O)CCn2c(=S)[nH]c3cc4c(cc3c2=O)OCO4)o1`?
GPR151 activ: -0.1; MITF primary: -4; FBW7 act: -0.1; TEAD-YAP inh: 2

Results for O=C1N(CN2CCN(c3cccc(C(F)(F)F)c3)CC2)c2ccccc2C12OCCCO2 ?
GPR151 activ: 1.2; MITF primary: 8; FBW7 act: 0.1; TEAD-YAP inh: 8

How did COc1cc(C=NNC(=O)c2ccncc2)ccc1O do in these assays?
GPR151 activ: -0.5; MITF primary: -2; FBW7 act: -0.2; TEAD-YAP inh: -1

How did CCOc1ccc(-c2cccc(NS(=O)(=O)c3cc(C)c(C)cc3OC)c2)nn1 do in these assays?
GPR151 activ: 0.5; MITF primary: 10; FBW7 act: 0.1; TEAD-YAP inh: -4

What do the screens show for `CCOC(=O)c1ccc(CNC(=O)CSc2nc(N)c3c(C)c(C)sc3n2)cc1`?
GPR151 activ: 1.8; MITF primary: 4; FBW7 act: 0.1; TEAD-YAP inh: 3

What do the screens show for `Cc1ccccc1C(=O)Nc1sc2c(c1C(=O)N1CCN(C)CC1)CCC2`?
GPR151 activ: 0.8; MITF primary: 15; FBW7 act: -0.1; TEAD-YAP inh: -5

Results for CCOC(=O)CNC(=O)Cn1cnc2c(nnn2Cc2ccc(Cl)cc2)c1=O ?
GPR151 activ: -0.4; MITF primary: -10; FBW7 act: -0.4; TEAD-YAP inh: 2

What do the screens show for `CCC[C@@H]1NC(=O)[C@@H]2C[C@H](NCc3ccc(C(C)C)cc3)CN2C1=O`?
GPR151 activ: 4.3; MITF primary: 12; FBW7 act: -0.2; TEAD-YAP inh: -5

How did CCN(CC)c1cc(-c2cccnc2)nc(-c2cccnc2)n1 do in these assays?
GPR151 activ: 0.6; MITF primary: -9; FBW7 act: -0.2; TEAD-YAP inh: 18

How did Cc1nn(CC(=O)OCc2nc3ccc(Cl)cc3n2CCO)c(C)c1[N+](=O)[O-] do in these assays?
GPR151 activ: -0.9; MITF primary: 20; FBW7 act: 0.6; TEAD-YAP inh: 11

Results for Cc1ncoc1C(=O)N1CCOc2ccc(C(O)C(C)C)cc2C1 (stereo unspecified) ?
GPR151 activ: -1.5; MITF primary: 1; FBW7 act: 0.0; TEAD-YAP inh: -1

How did CS(=O)(=O)N1CCN(CCOc2ccc(F)cc2)CC1C(=O)N1CCOCC1 (stereo unspecified) do in these assays?
GPR151 activ: 1.2; MITF primary: 4; FBW7 act: 0.8; TEAD-YAP inh: -1

Compounds were not picked by outcome; overall some 3.4% were active at least once.
